L3MBTL1 inh = blocks human L3MBTL1. Q9Y468. AlphaScreen L3MBTL1–H3K9me1 peptide binding. Potency, µM (series often up to 57.1 µM), for inactives: at the highest dose activity, negative = inhibition, usual class: inhibitors. actives 0.66% (n = 230,000); active means well fitted inhibition curve with a large enough effect; inconclusive means small, poorly fitted or top-dose-only effect; inactive means no such curve, though single readings can be large or run the other way; further: nearly all actives have a fitted effect of over 60% in size
Target sequence (Q9Y468 whole entry, looked up): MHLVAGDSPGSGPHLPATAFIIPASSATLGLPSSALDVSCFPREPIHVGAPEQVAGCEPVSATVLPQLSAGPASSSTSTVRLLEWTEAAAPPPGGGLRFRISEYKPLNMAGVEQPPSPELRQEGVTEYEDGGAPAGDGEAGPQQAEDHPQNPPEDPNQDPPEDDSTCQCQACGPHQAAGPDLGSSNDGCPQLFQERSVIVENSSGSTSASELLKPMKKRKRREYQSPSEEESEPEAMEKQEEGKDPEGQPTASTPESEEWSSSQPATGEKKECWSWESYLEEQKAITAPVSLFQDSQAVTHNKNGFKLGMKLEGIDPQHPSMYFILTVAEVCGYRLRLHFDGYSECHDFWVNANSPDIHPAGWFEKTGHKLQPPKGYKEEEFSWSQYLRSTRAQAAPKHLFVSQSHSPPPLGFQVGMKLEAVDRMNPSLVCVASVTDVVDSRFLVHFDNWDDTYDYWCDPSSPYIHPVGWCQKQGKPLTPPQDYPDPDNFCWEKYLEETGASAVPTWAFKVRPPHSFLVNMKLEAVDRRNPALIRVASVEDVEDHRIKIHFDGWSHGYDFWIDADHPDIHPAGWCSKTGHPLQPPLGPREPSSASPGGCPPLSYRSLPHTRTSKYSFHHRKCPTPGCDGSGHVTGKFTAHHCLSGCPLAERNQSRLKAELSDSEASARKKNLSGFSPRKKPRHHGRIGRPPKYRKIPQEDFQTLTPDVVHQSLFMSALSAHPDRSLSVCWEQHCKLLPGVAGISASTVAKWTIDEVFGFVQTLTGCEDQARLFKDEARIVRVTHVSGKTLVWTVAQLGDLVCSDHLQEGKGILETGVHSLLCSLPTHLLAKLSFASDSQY
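Read-out is AlphaScreen signal from streptavidin donor and nickel chelate acceptor beads (10 ug/mL final each) bridging L3MBTL1 (50 nM) and biotinylated K9-monomethylated H3(1-15) peptide (75 nM), after 30 min compound exposure at room temperature.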
An asterisk follows results filed as active; ? = inconclusive; [ ] = another dose, or the depositor's remark. On the % scale 0 is the no-effect control and ±100 the full control effect; potency means the concentration at half of the fitted maximal effect. This is a subset; count on the stated rates, not on these rows.

SMILES | L3MBTL1 inh
O=C(CC1C[C@H](C(=O)N2CCOCC2)[C@@]2(CCC3CCCC3)c3[nH]c4ccccc4c3CCN2C1=O)NCc1ccco1 (some centres undefined) | 5%
CCCCn1c(N)c(N(CCOC)C(=O)c2ccc(Br)o2)c(=O)[nH]c1=O | 5%
O=C(Nc1ccccc1)c1cccc2c(Br)cccc12 | 11%
CC(C)=CCC/C(C)=C/CNC(=O)C[C@H]1C[C@H](C(=O)N2CCCCC2)[C@@]2(C)c3[nH]c4cc(-c5ccco5)ccc4c3CCN2C1=O | -29%
CCOc1ccc(OCCC(=O)OCC(=O)Nc2cc(OCC)c(N3CCOCC3)cc2OCC)cc1 | -14%
Cc1ccc(NC(=O)CSCC(=O)Nc2cc(Cl)ccc2N2CCOCC2)cc1 | -9%
COc1ccc(CN2CCN(C3CCC3)CC2CCO)c(F)c1 (centres undefined) | 4%
COCCN(C(=O)COC(=O)CSc1ccc(Cl)cc1)c1c(N)n(Cc2ccccc2)c(=O)[nH]c1=O | -4%
Cc1ccc(S(=O)(=O)N(Cc2ccccc2Cl)C(=O)N2CCN(C)CC2)cc1 | 1%
C[C@@H]1C[C@H]2[C@@H]3C[C@H](F)C4=CC(=O)C=C[C@]4(C)[C@@]3(Cl)[C@@H](O)C[C@]2(C)[C@H]1C(=O)COC(=O)C(C)(C)C | -8%
CCOC(=O)C1=CN(Cc2ccco2)S(=O)(=O)N(C)C1c1cccc(OC)c1 (centres undefined) | ?
O=C(COC(=O)CNC(=O)c1sc2ccccc2c1Cl)NC1CCS(=O)(=O)C1 (centres undefined) | 7%
CC(C)c1ccc(NC(=O)C2CC3CCC2C3)cc1 (centres undefined) | 8%
Cc1ccc(C)c(S(=O)(=O)N2CCN(C(=O)CSC(=S)N3CCCC3)CC2)c1 | 10%
Cc1cccc(NC(=O)c2ccc(C(=O)c3ccccc3)cc2)n1 | 0%
C=CCC[C@@H](Cc1ccc(F)cc1)C(=O)OC[C@@H](Cc1c[nH]c2ccccc12)NC(=O)[C@H](CC=C)CC(=O)N(CCO)Cc1ccccc1 | -13%
CC(C)CN(C(=O)CN1C(=O)NC2(CCc3ccccc32)C1=O)C1CCS(=O)(=O)C1 (centres undefined) | 5%
CC(C)(C)c1ccc(S(=O)(=O)NNC(=O)c2cc3ccccc3[nH]2)cc1 | -8%
COc1cc(C(=O)NNC(=O)c2ccc3c(c2)OCCO3)cc(OC)c1OC | -3%
Cc1ccccc1NC(=O)CC1C(=O)Nc2ccccc2N1CC(=O)N(C)C1CCS(=O)(=O)C1 (centres undefined) | -3%
O=C(c1ccc(S(=O)(=O)Nc2ccccc2F)cc1)N1CCN(c2ccccc2O)CC1 | -3%
CCN(CC(=O)NCc1cccs1)CC(=O)Nc1c(Cl)ccc(C)c1Cl | 5%
Cc1ccc(C(=O)OCC(=O)Nc2cccc(S(=O)(=O)N3CCOCC3)c2)o1 | -3%
CCN(C(=O)CSc1nc2scc(-c3ccccc3)c2c(=O)n1C)C1CCS(=O)(=O)C1 (centres undefined) | 11%
COc1ccccc1CN(C)C(=O)CSc1nnc(C2CC2)n1C1CC1 | -5%
NC(=O)c1ccsc1NC(=O)COC(=O)c1ccc(Cl)cc1 | 1%
O=C(NCc1ccccc1Cl)C1CCCN1S(=O)(=O)c1ccc(F)cc1 (centres undefined) | 2%
Nc1cc(=O)[nH]c(SCC(=O)NCCC2=CCCCC2)n1 | 5%
Cn1c(CCC(N)=O)nnc1SCC(=O)Nc1cc(S(=O)(=O)N2CCCC2)ccc1Cl | 0%
Cc1nc(N2CCN(C)CC2)c2c3c(sc2n1)CCCC3 | -5%
Cc1cccc(N2C(=O)N3[C@H](c4ccc(Cl)cc4)[C@@H]4C(=O)N(C5CCCCC5)C(=O)[C@@H]4[C@]3(Cc3ccc(Cl)cc3)C2=O)c1 | -4%
Cc1cc(Br)ccc1NC(=O)CN(C)C(=O)CCSc1ccc(F)cc1 | -1%
Cc1ccc(S(=O)(=O)NC(C)CCc2ccccc2)cc1C(N)=O (centres undefined) | ?
CNC(=O)COC(=O)C1CCN(S(=O)(=O)c2ccc3c(c2)OCCO3)CC1 | 0%
O=C(CCN1C(=O)C2CC=CCC2C1=O)Nc1nc(-c2ccc(F)c(F)c2)cs1 (centres undefined) | 2%
CCOCCn1ccc2c(OCC(=O)Nc3ccccc3OC)cccc2c1=O | 4%
CN(CC(=O)Nc1cccc(F)c1)C(=O)CCN1C(=O)C2CC=CCC2C1=O (centres undefined) | 3%
Cc1ccnc2nc(C(=O)OCC(=O)c3ccccc3)nn12 | -2%
COC(C(=O)N/N=C(\C)c1ccc(C(C)(C)C)cc1)c1ccccc1 (centres undefined) | 6%
CCOc1ccccc1C(=O)Oc1ccc2ccc(=O)oc2c1 | 7%
COc1ccc(/C=N\Nc2ccccn2)c(OC)c1 | -7%
O=C(NC(=S)NNC(=O)c1ccccc1O)c1ccc(F)cc1 | -30%
COc1ccc(OC)c(S(=O)(=O)Nc2ccc3c(c2)N(C(C)=O)CCC3)c1 | -10%
Cc1ccc2c(c1)N(C(=O)CCC(=O)NCCCN1CCN(C)CC1)CCO2 | 0%
C[C@H](CO)N1C[C@H](C)[C@@H](CN(C)C(=O)NC2CCCCC2)Oc2c(NC(=O)Cc3ccccc3)cccc2C1=O | 6%
CCN1C(=O)[C@@H]2[C@@H](c3ccc(-c4ccc(C(C)=O)cc4)cc3)N3CCCC[C@@]3(C(=O)OC)[C@@H]2C1=O | -1%
O=C(OCC(=O)N1CCCCC1)c1c[nH]c2ccccc12 | -1%
COc1ccc(NC(=O)c2cccc(S(=O)(=O)NCc3ccccc3)c2)cc1S(N)(=O)=O | -2%
Cc1cnc(C(=O)OCc2cc(=O)n3c(C)cccc3n2)cn1 | 9%
CCC(=O)c1cn(CC(=O)Nc2ccc(C)cc2)c2ccccc12 | 11%
More results.
SMILES | L3MBTL1 inh
CCC(=O)c1ccc(OCC(O)CN2CCc3ccccc3C2)cc1 (centres undefined) | 9%[2.29 µM]
Cc1c(C(=O)Nc2ccc(S(=O)(=O)N(C)C3CCN(C)CC3)cc2)oc2ccccc12 | ?
CCN(C(=O)C1CCN(c2nc(-c3ccc(OC)cc3)no2)CC1)c1ccc(OC)cc1 | -2%
CCN1C(=S)N[C@@H](CCc2ccccc2)[C@H](C(=O)OC)[C@H]1C | -5%
Cc1ccsc1C(=O)N1CCN(c2ncccn2)CC1 | -1%
CCCCc1ccc(NC(=O)CSc2nc(=O)n(CCCN3CCOCC3)c3c2CCC3)cc1 | -5%
CC1CCCC(NC(=O)COc2ncnc3ccccc23)C1C (centres undefined) | -10%
CC[C@]12c3[nH]c4cc(-c5ccco5)ccc4c3CCN1C(=O)[C@@H](CC(=O)NCc1ccco1)C[C@@H]2C(=O)N1CCN(C(=O)c2ccco2)CC1 | 35µM*
O=C(/C=C/c1ccccc1)NCCS(=O)(=O)N1CCN(c2ccccc2)CC1 | -7%
Cn1c(N)c(C(=O)CSc2nn(-c3ccc(F)cc3)c(=S)s2)c(=O)n(C)c1=O | 5%
COCCCn1c(=O)c2sccc2n(Cc2cccc(C)c2)c1=O | 37%[activator]
O=C1OC[C@H]2CCCN2C(=O)[C@@H](CC(=O)N(CCO)Cc2ccccc2)C/C=C\CC[C@H]1Cc1ccc(F)cc1 | 28%
CCOc1ccc(S(=O)(=O)Nc2cccc(C(=O)N3CCN(C(C)=O)CC3)c2)cc1 | -17%
CCN(Cc1ccccc1)C(=O)COC(=O)c1cc(S(=O)(=O)Nc2ccccc2OC)ccc1O | 2%
O=S(=O)(c1cccs1)N1CCN(CCOc2ccccc2)CC1 | 3%
CC(C)Nc1nnc(SCC(=O)N2CCN(C(=O)c3ccco3)CC2)s1 | -6%
CC1(c2ccccc2Br)NC(=O)N(CC(=O)NC2CCCCC2)C1=O (centres undefined) | 4%
COc1cc(NC(=O)c2cc(S(=O)(=O)N3CCCCC3)c[nH]2)cc(OC)c1 | -7%
COc1ccccc1NC(=O)C(C)OC(=O)CC1CCCCC1 (centres undefined) | 116%[activator]
COC(=O)Cn1c(-c2ccc(OC)cc2)c(-c2ccc(OC)cc2)nnc1=O | -1%[2.29 µM]
Cn1nnnc1Sc1ncnc2scc(-c3cccc(C(F)(F)F)c3)c12 | -4%
COc1ccc(S(=O)(=O)N2CCOCC2)cc1NC(=O)CN1C(=O)NC(C)(C2CC2)C1=O (centres undefined) | 3%
C=CCN(c1ccccc1)S(=O)(=O)c1cccc(C(=O)Nc2cc(C)ccn2)c1 | 3%
COc1ccc(S(=O)(=O)Nc2cccc3c2O[C@H](CN(C)S(=O)(=O)c2ccc(Cl)cc2)[C@H](C)CN([C@H](C)CO)C3=O)cc1 | -6%
O=C(c1cc(-c2ccccc2)nc2ccccc12)N1CCN(C2CCS(=O)(=O)C2)CC1 (centres undefined) | -2%
CN(C)C1=NC[C@H](Cc2ccccc2)N1CC1CCCCCC1 | -8%
Cc1sc2nc(SCC(=O)NCCCO)n(-c3ccccc3)c(=O)c2c1C | -7%
Cc1csc(=O)n1CC(=O)OC(C)C(=O)Nc1cccc(Cl)c1 (centres undefined) | 3%
CC1(C)CC(=O)C2=C(C1)Nc1ccccc1NC2c1ccccc1F (centres undefined) | 1%
CCOc1ccc(S(=O)(=O)Nc2cccc(C(=O)NCC3(N4CCCCC4)CCCCC3)c2)cc1 | -8%

A run of entries of the results above, as a working copy:
SMILES | L3MBTL1 inh
CC1(c2ccccc2Br)NC(=O)N(CC(=O)NC2CCCCC2)C1=O (centres undefined) | 4%
COc1cc(NC(=O)c2cc(S(=O)(=O)N3CCCCC3)c[nH]2)cc(OC)c1 | -7%
COc1ccccc1NC(=O)C(C)OC(=O)CC1CCCCC1 (centres undefined) | 116%[activator]
COC(=O)Cn1c(-c2ccc(OC)cc2)c(-c2ccc(OC)cc2)nnc1=O | -1%[2.29 µM]
Cn1nnnc1Sc1ncnc2scc(-c3cccc(C(F)(F)F)c3)c12 | -4%
COc1ccc(S(=O)(=O)N2CCOCC2)cc1NC(=O)CN1C(=O)NC(C)(C2CC2)C1=O (centres undefined) | 3%
C=CCN(c1ccccc1)S(=O)(=O)c1cccc(C(=O)Nc2cc(C)ccn2)c1 | 3%
COc1ccc(S(=O)(=O)Nc2cccc3c2O[C@H](CN(C)S(=O)(=O)c2ccc(Cl)cc2)[C@H](C)CN([C@H](C)CO)C3=O)cc1 | -6%
O=C(c1cc(-c2ccccc2)nc2ccccc12)N1CCN(C2CCS(=O)(=O)C2)CC1 (centres undefined) | -2%
CN(C)C1=NC[C@H](Cc2ccccc2)N1CC1CCCCCC1 | -8%
Cc1sc2nc(SCC(=O)NCCCO)n(-c3ccccc3)c(=O)c2c1C | -7%
Cc1csc(=O)n1CC(=O)OC(C)C(=O)Nc1cccc(Cl)c1 (centres undefined) | 3%
CC1(C)CC(=O)C2=C(C1)Nc1ccccc1NC2c1ccccc1F (centres undefined) | 1%
CCOc1ccc(S(=O)(=O)Nc2cccc(C(=O)NCC3(N4CCCCC4)CCCCC3)c2)cc1 | -8%

Other results follow.
SMILES | L3MBTL1 inh
CCN(Cc1ccncc1)C(=O)c1ccc(C)c(S(=O)(=O)N2CCCCC2)c1 | -4%
CCOc1ccc(CN2CCN(CCCc3ccccc3)CC2CCO)cc1 (centres undefined) | 5%
Cc1ccc(N2C(=O)N3[C@H](c4ccc(Cl)cc4)[C@@H]4C(=O)N(C5CCCCC5)C(=O)[C@@H]4[C@]3(Cc3ccccc3)C2=O)cc1 | -1%
Cc1ccc(NC(=O)c2cccc3ccccc23)cc1 | 2%
O=C(Nc1ccc(Nc2ccccc2)cc1)c1ccc(Cl)c([N+](=O)[O-])c1 | -25%
O=C(CNC(=O)c1cccs1)Nc1ccc(N2CCOCC2)cc1 | 2%
CCc1ccc(-c2nc(SCC(=O)N(CC)C3CCS(=O)(=O)C3)n[nH]2)cc1 (centres undefined) | 10%
COc1cc(C(=O)NCC(c2ccccc2)N(C)C)ccc1OCc1c(C)noc1C (centres undefined) | 5%
O=C(NNC(=O)c1ccc(Br)s1)c1cccc(Cl)c1 | -4%
CC(C(=O)Nc1cc(C(F)(F)F)ccc1N1CCOCC1)N1C(=O)C2CCCCC2C1=O (centres undefined) | 1%
COc1ccc(S(=O)(=O)N2CCSC2C)cc1C (centres undefined) | ?
CC1CCCC(NC(=O)CSc2cccc[n+]2[O-])C1C (centres undefined) | 6%
CN(C)C(=O)CCc1ccc2c3c([nH]c2c1)[C@]1(C)[C@@H](C(=O)N2CCOCC2)C[C@H](CC(=O)NCCc2ccccn2)C(=O)N1CC3 | 3%
CCOc1ccc(/C=N/Nc2nc(C)cs2)c(O)c1 | -5%
CN1CCC(N(C)C(=O)c2cc(-c3ccccc3Cl)nc3ccccc23)CC1 | -8%
Cc1nc2ccc(NC(=O)C3CCCCC3)cc2s1 | -4%
Cc1cccc(C(=O)NNS(=O)(=O)c2ccc(F)cc2)c1O | 2%
C=CCN1C(=O)c2ccc(C(=O)N3CCC(C(=O)OCC)CC3)cc2C1=O | -9%
COc1ccc(OC)c(S(=O)(=O)N2CCN3CCCC3C2)c1 (centres undefined) | -1%
CC(Sc1nnnn1C1CC1)C(=O)N1CC(=O)Nc2ccccc21 (centres undefined) | 8%
O=C(CCc1nc2ccccc2c(=O)[nH]1)N1CCN(c2ccccc2Cl)CC1 | -1%
Cn1c(N)c(C(=O)CSc2nnc(C3CC3)n2-c2ccccc2)c(=O)n(C)c1=O | -1%
CN(CC(=O)Nc1ccccc1C(F)(F)F)C(=O)CSc1nc(N)cc(N)n1 | 4%
C#CCOCCOCCOCCNc1nc(N2CCOCC2)nc(N2CCN(C(=O)[C@H](CCCCN)n3cc(CN)nn3)CC2)n1 | 11%
